# PI5P4Ka inh: inhibitors of human PI5P4K alpha; PI5P4Kalpha enzyme, ADP-Glo luminescence, 60 min; stronger effect = lower value; max response, %; 1.2% of 330,000 active; active = max response of -50% or lower; inconclusive = between -30% and -50%; inactive = -30% or higher; also: value at the top dose of about 77 µM; % is scaled to controls: 0 for no effect and ±100 for the full control effect
#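 Reactions run in 0.038 M HEPES pH 7.4, 0.28 mM EGTA, 0.1% CHAPS and 5% DMSO, with PI5P4Kalpha, substrate, compound and 5 microM ATP final, one hour at room temperature. Readout is ADP-Glo luminescence.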
# PTHR1 agonist: PTHR1 (human) receptor agonism. Q03431. HEK293 GP2 PTHR1 cells, GloSensor cAMP luminescence, 1 h. Potency, µM (top dose mostly 115 µM), inactives show at the highest dose activation, actives largely listed as activators. 0.075% of 410,000 active; also: potency is read from the fitted curve at half-maximal effect; nearly all actives have a fitted effect of over 55% in size; some results filed as inactive show a strong effect at the top dose; inactives centre near -15; many of its hits are not listed in these tables
#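 HEK-293-derived GP2 cells expressing PTHR1 and a GloSensor cAMP reporter, 3,000/well, plated overnight, given luciferin plus IBMX (each 0.5 mM as added) for 1 h at 37 °C, then compound for 1 h at 37 °C. Luminescence was read after 15 min at room temperature.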
# GLP-1R inv ag: inverse agonists of human GLP-1 receptor | P43220 | HEK293 GLP-1R CRE-luciferase, luminescence, 24 h; GLP-1R form is constitutively active | Potency, µM (titrated, usually from 38.3 µM), for inactives: at the top dose activity change, negative = inhibition, hits mostly inhibitors | 1.6% of 410,000 active; also: potency is read from the fitted curve at half-maximal effect; % is scaled to controls: 0 for no effect and ±100 for the full control effect; nearly all actives have a fitted effect of over 55% in size
#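 Inverse agonists were sought by their lowering of basal cAMP reporter luciferase output in HEK293 cells stably carrying constitutively active human GLP-1R, after 24 h compound treatment.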
# EPAC1 antagonist: antagonists of human EPAC1 | EPAC1 GEF assay, Rap1b-BODIPY-GDP exchange fluorescence | 0.14% of 360,000 active | AID 720709 | Potency, µM (top dose mostly 115 µM), for inactives: top-dose activity change, negative = inhibition, most hits filed as inhibitors | O95398;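 also: potency is read from the fitted curve at half-maximal effect; plate controls were vehicle for no effect and positive control for full effect; nearly all actives have a fitted effect of over 50% in size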
# Target sequence (O95398 whole entry, looked up): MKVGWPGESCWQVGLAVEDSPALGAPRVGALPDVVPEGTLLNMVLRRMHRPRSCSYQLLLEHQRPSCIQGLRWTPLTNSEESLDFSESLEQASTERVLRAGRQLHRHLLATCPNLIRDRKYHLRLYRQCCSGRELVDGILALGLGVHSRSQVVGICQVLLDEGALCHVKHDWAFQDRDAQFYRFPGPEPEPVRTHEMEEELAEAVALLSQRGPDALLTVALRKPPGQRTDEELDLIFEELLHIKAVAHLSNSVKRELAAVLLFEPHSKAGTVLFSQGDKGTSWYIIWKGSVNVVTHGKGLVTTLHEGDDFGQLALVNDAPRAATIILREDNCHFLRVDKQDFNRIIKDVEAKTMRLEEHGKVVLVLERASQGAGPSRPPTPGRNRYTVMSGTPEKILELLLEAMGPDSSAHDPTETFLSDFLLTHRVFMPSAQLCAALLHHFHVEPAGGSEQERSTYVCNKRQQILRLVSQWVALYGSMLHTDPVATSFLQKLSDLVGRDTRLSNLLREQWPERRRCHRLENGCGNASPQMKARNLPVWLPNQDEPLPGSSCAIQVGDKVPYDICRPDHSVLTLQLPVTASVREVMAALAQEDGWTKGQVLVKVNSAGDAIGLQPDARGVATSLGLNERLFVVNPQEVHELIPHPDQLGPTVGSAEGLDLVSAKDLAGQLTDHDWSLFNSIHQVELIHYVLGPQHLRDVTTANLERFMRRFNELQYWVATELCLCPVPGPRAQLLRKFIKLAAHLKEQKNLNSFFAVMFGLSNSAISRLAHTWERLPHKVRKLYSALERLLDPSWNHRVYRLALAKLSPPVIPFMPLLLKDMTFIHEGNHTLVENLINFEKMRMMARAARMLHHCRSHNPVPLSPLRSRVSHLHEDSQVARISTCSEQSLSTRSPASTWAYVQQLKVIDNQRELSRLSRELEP
# GLP1R cytotox: cytotoxic in the GLP-1 receptor inverse agonist counter-screen | HEK293 cAMP-luciferase reporter cells, luminescence, 24 h | Potency, µM (doses to about 38.3 µM), inactives show at the highest dose activity change, negative = inhibition, usual class: inhibitors | 0.13% of 410,000 active;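 also: loss of luciferase light is scored as toxicity; potency is read from the fitted curve at half-maximal effect; % is scaled to controls: 0 for no effect and ±100 for the full control effect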
#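 Luminescence readout: signal drop marks cytotoxicity. Plated cells grew 12 h at 37 °C, 5% CO2, received 23 nL compound for 24 h, then got luciferase reagent, read after 12 min at RT.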
# GLP-1R agonist: agonists of human GLP-1 receptor. 0.007% of 380,000 active. AID 624172. Potency, µM (top dose mostly 45.6 µM), without a hit: top-dose activation, hits mostly activators. HEK293 GLP-1R CRE-luciferase, luminescence, 4-6 h; cells express a hypersensitive GLP-1R form. P43220; also: potency is read from the fitted curve at half-maximal effect; % of control where 0% means no effect
# PLK1 PBD block: PLK1 (human) polo-box domain binding inhibition; Plk1 PBD binding of FITC phosphopeptide, fluorescence polarization; AID 720504; P53350; Potency, µM, for the others: max response, negative = inhibition, most hits filed as inhibitors; 2.8% of 360,000 active; also: potency is read from the fitted curve at half-maximal effect; series mostly up to about 57 µM; % is scaled to controls: 0 for no effect and ±100 for the full control effect; nearly all actives have a fitted effect of over 65% in size
# IL-2 act: activators of IL-2; IL-2 activation reporter assay, cell-based qHTS; stimulated with anti-CD3/CD4/CD28 beads; in transgenic mouse T cells; activation, % (series mostly up to about 46 µM); 0.065% of 360,000 active; in the data active = activation above about 50%; inconclusive = mostly about 30% to 49%; also: 0% is about no effect
#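 Unstimulated transgenic mouse T cells, 750 per well, received compound and, after 60 minutes, anti-CD3/anti-CD4 bead plus anti-CD28 stimulation. EGFP and DsRed were quantified after 18 hours.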
# EPAC1 agonist: EPAC1 (human) agonism; O95398; EPAC1 agonist qHTS, biochemical assay; response scale: 100% = response to 6.5 mM cAMP; Potency, µM (highest dose often 154 µM), inactives show at the highest dose activation, usual class: activators; 0.073% of 360,000 active; AID 720707; also: potency is read from the fitted curve at half-maximal effect; nearly all actives have a fitted effect of over 60% in size
#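 Nucleotide exchange assay: 100 nM EPAC1 with 250 nM Rap1B loaded with BODIPY-GDP and 50 uM GDP, room temperature. Fluorescence (480/540 nm) read every 5 min for 30 min; signal change normalized to 6.5 mM cAMP as full agonist.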
# An asterisk follows results filed as active; i = inactive; ? = inconclusive; . = not tested or not shown; & = joins results of further samples; [ ] = dose if it differs, or a comment. Unless noted, calls follow the shape of the dose curve; as a rule, active = well fitted curve in the direction sought with a large enough effect; inconclusive = small, poorly fitted or top-dose-only effect, or another doubt; inactive = no such curve, though single readings can be large; an effect the other way counts as inactive or inconclusive.
# Start of the data: the first 6 compounds, to show the layout:
SMILES,PI5P4Ka inh,PTHR1 agonist,GLP-1R inv ag,EPAC1 antagonist,GLP1R cytotox,GLP-1R agonist,PLK1 PBD block,IL-2 act,EPAC1 agonist
Cc1c(C(c2ccccc2Cl)c2c(O)c3ccccc3oc2=O)c(=O)n(-c2ccccc2)n1C (stereo not given),17,-5%,-27%,-16%,11%,0%,-1%,-3.0,-4%
COc1ccc(NC(=O)c2cn(CCC#N)nc2-c2ccc(OC)c(OC)c2)cc1,9,-8%,16%,13%,-4%,-7%,2%,-0.4,5%
CN1CCc2cccc3c2[C@@H]1Cc1ccc(O)c(O)c1-3,-61*,-16%,56%[activator],-6%,-5%,-1%,?,-0.6,4%
N#CC(C#N)=NNc1ccc(S(N)(=O)=O)cc1,-107*,-22%,?,56µM*,?,-1%,24µM*,-1.5,0%
Cc1ccc(-c2nc3ccccc3c(=O)n2-c2ccncc2)cc1,12,i,16%,12%,3%,-3%,-11%,-0.3,9%
Oc1c(Br)c(Br)c(Br)c(Br)c1Br,-60*,-39%[inhibitor],-23%,71µM*,-12%,-5%,27µM*,-0.5,-14%

# Results (from the top)
SMILES,PI5P4Ka inh,PTHR1 agonist,GLP-1R inv ag,EPAC1 antagonist,GLP1R cytotox,GLP-1R agonist,PLK1 PBD block,IL-2 act,EPAC1 agonist
Cc1c(C(c2ccccc2Cl)c2c(O)c3ccccc3oc2=O)c(=O)n(-c2ccccc2)n1C (stereo not given),17,-5%,-27%,-16%,11%,0%,-1%,-3.0,-4%
COc1ccc(NC(=O)c2cn(CCC#N)nc2-c2ccc(OC)c(OC)c2)cc1,9,-8%,16%,13%,-4%,-7%,2%,-0.4,5%
CN1CCc2cccc3c2[C@@H]1Cc1ccc(O)c(O)c1-3,-61*,-16%,56%[activator],-6%,-5%,-1%,?,-0.6,4%
N#CC(C#N)=NNc1ccc(S(N)(=O)=O)cc1,-107*,-22%,?,56µM*,?,-1%,24µM*,-1.5,0%
Cc1ccc(-c2nc3ccccc3c(=O)n2-c2ccncc2)cc1,12,i,16%,12%,3%,-3%,-11%,-0.3,9%
Oc1c(Br)c(Br)c(Br)c(Br)c1Br,-60*,-39%[inhibitor],-23%,71µM*,-12%,-5%,27µM*,-0.5,-14%
CC(N)Cc1c[nH]c2cc3c(cc12)OCCO3 (stereo not given),3,i,5%,-4%,8%,17%,-8%,-2.4,-2%
CCN(CC)C(=O)N[C@H]1C[C@@H]2c3cccc4[nH]cc(c34)C[C@H]2N(C)C1,-75*,-32%,1%,22%,4%,-12%,-17%,-0.3,-13%
CCOC(=O)C1(c2ccccc2)CCN(CC(=O)Nc2ccc(C)cc2)CC1,4,-8%,8.9µM*,-26%,-10%,15%,-6%,0.9,8%
CC(C)CCNCC(O)CON=C1c2ccccc2-c2ccccc21 (stereo not given),2,-3%,?,-7%,?,5%,1%,-0.6,-14%
COc1cc(C2c3cc4c(cc3OC(NCCc3ccccc3)C2C)OCO4)cc(OC)c1OC (stereo not given),2,i,?,9%,?,8%,-1%,-2.4,4%
CS(=O)(=O)N1CCCC(C(=O)N2CCC3(CC2)OCCO3)C1 (stereo not given),.,15%,0%,35%,12%,3%,-5%,-0.1,-1%
COC(=O)C1=C(c2ccc(F)cc2OCc2ccccc2)C[C@@H]2CC[C@H]1N2C(=O)NCCO,-3,0%,-1%,-3%,5%,4%,-1%,0.1,9%
CCC(C)N1C(=O)/C(=C\c2ccc(N3CCCCCC3)cc2)C(=O)NC1=S (stereo not given),-58*,-34%[inhibitor],8%,6%,22%,5%,?,2.8,-2%
O=[N+]([O-])c1[nH]cnc1Br,0,-1%,2%,-10%,-1%,-1%,3%,-1.0,-9%
CCC1(C(=O)c2ccccc2)C2c3ccccc3OC(=O)C21C(C)=O (stereo not given),3,i,-23%,6%,-3%,1%,2%,0.8,8%
CCOP(=O)(OCC)C(O)c1ccc2c(c1)OCO2 (stereo not given),0,i,6%,-6%,7%,-3%,0%,-0.1,14%
Cc1nnnn1/C(=C\c1ccccc1)C(=O)OCC(=O)NC1CCCCC1,3,-95%[inhibitor],?,2%,?,-28%,-21%,-4.8,6%
O=C1NC(=O)C(CCOc2ccccc2)(CCc2ccccc2)C(=O)N1,-1,-28%,-13%,-5%,-2%,14%,-3%,-0.3,9%
CN1C2CCC1/C(=C/c1ccccn1)C(=O)/C2=C\c1ccccn1,-7,-8%,-89%,6%,?,-8%,27µM*,-5.8,-5%
CCN1CCN(Cc2cc(OC)c(OC)cc2[N+](=O)[O-])CC1,.,i,15%,10%,-11%,-1%,1%,-3.3,-2%
CN(C)C(=O)Oc1cccc(NC(=O)N2CCOCC2)c1,3,i,-4%,1%,-5%,0%,-6%,-0.1,-9%
O=CNc1ccc(OP(=O)(Oc2ccccc2)Oc2ccccc2)cc1,3,-19%,?,-16%,-8%,11%,0%,-0.4,7%
Cc1ccc(C(O)(c2ccc(C)c(C)c2)C2CN3CCC2CC3)cc1C (stereo not given),5,-35%[inhibitor],?,-3%,?,3%,-12%,-2.7,-2%
CCN(CC)CCCOC(=O)C(OC(C)C)(c1ccccc1)c1ccccc1,.,i,-49%,3%,?,3%,-1%,-1.0,5%

# (listing goes on)
SMILES,PI5P4Ka inh,PTHR1 agonist,GLP-1R inv ag,EPAC1 antagonist,GLP1R cytotox,GLP-1R agonist,PLK1 PBD block,IL-2 act,EPAC1 agonist
c1ccc(C(c2ccccc2)c2ccncc2)cc1,1,-3%,?,-4%,2%,-1%,2%,0.2,8%
O=C(OCCN1CCOCC1)C1(c2ccccc2)CCCC1,2,i,?,1%,-5%,6%,?,-0.8,-7%
CC(Cc1ccccc1)NC(N)=O (stereo not given),1,i,17%,15%,1%,9%,-7%,0.4,-8%
COc1cc(/C=C/c2nc3ccccc3c(=O)n2-c2ccccc2O)ccc1O,1,i,1%,?,27%,12%,58%[activator],-3.4,9%
CCS(=O)(=O)CCSP(=O)(OC)OC,0,3%,16%,0%,0%,0%,-9%,0.1,10%
COc1cccc(NC(=O)[C@@H](NC(=O)N2C[C@H]3C[C@@H](C2)c2cccc(=O)n2C3)C(C)C)c1,-7,-22%,-81%,-10%,-14%,3%,-4%,-0.3,-24%
O=C1CN=C(c2ccc(Br)cc2)c2oc3ccccc3c2N1,0,-15%,5%,13%,-6%,-6%,1%,2.6,2%
O=C(O)c1ccc(Cl)nc1,-4,-13%,18%,3%,32%[activator],-2%,19µM*,2.2,11%
COc1cccc(N(C(C)=O)C2=NCCCS2)c1,0,2%,18%,-1%,-7%,1%,-2%,-0.2,-8%
CCn1cc(C(=O)NCc2ccc3c(c2)OCO3)c(=O)c2cc(F)c(N3CCN(C(=O)c4ccco4)CC3)cc21,-1,-20%,-29%,-4%,?,-6%,-27%,-3.1,6%
O=[N+]([O-])c1ccc(N2CCCCC2)c2ncccc12,0,-22%,11%[7.66 µM],-27%,-3%[7.66 µM],11%,-11%,-0.3,8%
COC(=O)C1=C(c2ccc(C(C)=O)cc2)C[C@@H]2CC[C@H]1N2C(=O)NCc1ccc(F)cc1,5,i,13%,1%,-8%,2%,-4%,-1.0,5%
Cc1c(C(c2ccc(F)cc2)c2c(O)c3ccccc3oc2=O)c(=O)n(-c2ccccc2)n1C (stereo not given),15,i,?,-28%,2%&2%,-1%,5%,-1.9,4%
O=C(COc1ccc2c3c(c(=O)oc2c1)CCC3)N1C[C@H]2C[C@@H](C1)c1cccc(=O)n1C2,6,-28%,28%,2%,6%,12%,-3%,-0.1,-1%
COc1cccc(NC(=O)N2CCc3nc(Nc4ccc(C(C)C)cc4)ncc3C2)c1,16,-2%,?,-3%,-15%,-13%,6%,-0.6,-7%
O=[N+]([O-])c1ccc(N2CCCC2)cc1N/N=C1\CN2CCC1CC2,-2,-9%,7%,-9%,?,2%,-7%,1.2,-2%
COC(=O)C1=COC(C)C2CN3CCC4(C(=O)Nc5ccccc54)C3CC12 (stereo not given),5,i,-17%,2%,1%,-5%,8%,0.5,-10%
COc1ccccc1CNC(=O)Cn1c(=O)oc2cc(Cl)ccc21,0,-18%,?,-7%,-9%,4%,-9%,-0.6,-7%
CC1=CC(=C2C(=O)NC(=O)NC2=O)C=C(C(F)(F)F)N1Cc1ccccc1,-5,i,100%[activator],7%,-18%,31%,-18%,-3.0,0%
COc1ccc(O)c(C(=O)c2cnn(-c3ccccn3)c2)c1,4,-30%[inhibitor],15%,-3%,7%,?,-16%,-0.3,-2%
CC12CC[C@H]3[C@@H](CCC4(O)C[C@H](O)CCC34/C=N/NC(=O)c3ccccc3F)C1(O)CCC2C1=CC(=O)OC1 (stereo not given in full),0,-3%,?,4%,-24%,-14%,3%,-3.4,-2%
CCN(CC)C(=O)COc1cc(C)cc2oc(=O)c3c(c12)CCCC3,-3,-21%,10%,-10%,-1%,-3%,-4%,-3.3,-1%
COC(=O)C1=C(c2ccc(F)cc2OCc2ccccc2)C[C@@H]2CC[C@H]1N2C(=O)NCCOc1ccccc1,8,-3%,?,-10%,0%,3%,7%,-3.3,-3%
COc1ccc(-c2nc(CSCC(=O)N3CCC4(CC3)OCCO4)c(C)o2)cc1OC,.,-30%[inhibitor],24%,2%,-11%,28%,-19%,-1.4,-14%
O=C(Cn1cnc2ccccc2c1=O)NCC(=O)N1CCC2(CC1)OCCO2,-3,-16%,7%,5%,4%,-6%,0%,0.6,4%

# Three records picked at random from the list so far, as already listed:
SMILES,PI5P4Ka inh,PTHR1 agonist,GLP-1R inv ag,EPAC1 antagonist,GLP1R cytotox,GLP-1R agonist,PLK1 PBD block,IL-2 act,EPAC1 agonist
CC1=CC(=C2C(=O)NC(=O)NC2=O)C=C(C(F)(F)F)N1Cc1ccccc1,-5,i,100%[activator],7%,-18%,31%,-18%,-3.0,0%
O=C(COc1ccc2c3c(c(=O)oc2c1)CCC3)N1C[C@H]2C[C@@H](C1)c1cccc(=O)n1C2,6,-28%,28%,2%,6%,12%,-3%,-0.1,-1%
COC(=O)C1=COC(C)C2CN3CCC4(C(=O)Nc5ccccc54)C3CC12 (stereo not given),5,i,-17%,2%,1%,-5%,8%,0.5,-10%

# Compound activity from PubChem.

# The list is partial. The share of hits here may be higher or lower than overall.
